ATXN viability: reduces viability in counter-screen for ATXN expression inhibitors. S2 cells (HEK-293 line with an ATXN2-luciferase reporter) viability, CellTiter-Fluor protease fluorescence, 24 h. Potency, µM (doses to about 56.7 µM), actives largely listed as cytotoxic. 0.49% of 400,000 active; also: potency is read from the fitted curve at half-maximal effect; nearly all actives have a fitted effect of over 40% in size
TGFb inhibitor: blocks TGF-b signaling | HepG2 CAGA-GFP TGF-b/SMAD3 reporter, GFP fluorescence, 18 h; TGF-beta stimulated, 500 pg/mL final | Potency, µM (series often up to 46.1 µM), inactives show at the top dose activity, negative = inhibition, actives largely listed as inhibitors | 1.2% of 410,000 active | AID 588855; also: potency is read from the fitted curve at half-maximal effect; % is scaled to controls: 0 for no effect and ±100 for the full control effect; nearly all actives have a fitted effect of over 65% in size
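HEPG2 CAGA-GFP, 1000 cells/well; 2 h settle, 37 C; cpd via pin tool; TGF-b 500 pg/mL final; 18 h, 37 C; GFP imaging ex488/em500-530; %Activity normalised to -TGF-b and +DMSO controls; CRC fit, curve class.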
Nrf2 ARE act: activates Nrf2 signaling; AREc32 ARE-luciferase reporter (MCF7-derived line), luminescence, 24 h; Potency, µM (top dose mostly 46.1 µM), without a hit: at the highest dose activation, most hits filed as activators; 0.31% of 410,000 active; AID 624171; also: potency is read from the fitted curve at half-maximal effect; % of control where 0% means no effect; nearly all actives have a fitted effect of over 65% in size
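Cells of the AREc32 ARE-luciferase line are plated in OPTI-MEM containing 5% FBS and left overnight at 37 deg C. Compounds are pinned in, incubation continues 24 hr, and firefly luciferase signal is then measured.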
Nrf2 block: Nrf2 pathway inhibition. A549 ARE-Fluc reporter, luciferase luminescence, 18-24 h. Potency, µM (titrated, usually from 46 µM), inactives show at the top dose activity change, negative = inhibition, usual class: inhibitors. 2.1% of 360,000 active; also: potency is read from the fitted curve at half-maximal effect; % is scaled to controls: 0 for no effect and ±100 for the full control effect; nearly all actives have a fitted effect of over 60% in size
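A549 ARE_Fluc cells (5000/well, 5% FBS OPTI-MEM) pre-incubated 2 h, then treated with compounds 18-24 h at 37C/5% CO2 in concentration-response. CellTiter-Fluor viability read first; BugLite luciferase luminescence after 15 min at room temperature gives Nrf2 activity.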
ATXN2 expr inh: reduces ATXN2 reporter expression in HEK-293 cells. Potency, µM (doses to about 57 µM), without a hit: at the highest dose activity change, negative = inhibition, usual class: inhibitors. AID 1745845. HEK-293 ATXN2-luciferase reporter, luminescence, 24 h. 0.72% of 360,000 active; also: potency is read from the fitted curve at half-maximal effect; % is scaled to controls: 0 for no effect and ±100 for the full control effect; nearly all actives have a fitted effect of over 55% in size
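qHTS (up to 57 uM final) was run with 24 h compound exposure of reporter cells at 37 °C. Each well was multiplexed: SteadyGlo luminescence measured ATXN2-luciferase expression after a fluorogenic Gly-Phe-AFC viability readout (25 uM final).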
IL-1B inflam inh: inhibitors of inflammasome signaling (IL-1 beta secretion); THP-1 LPS/ATP IL-1B secretion, AlphaLISA, 16 h; stronger effect = lower value; activity change, % at 57.5 µM; 4.7% of 360,000 active; in the data active = activity change below about -50%; inconclusive = mostly about -30% to -49%; also: % is scaled to controls: 0 for no effect and ±100 for the full control effect
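THP-1 cells pretreated 1 hr with compounds (up to 57.5 uM final), then stimulated with LPS (250 ng/mL final) plus ATP (1.25 mM final); secreted IL-1B measured by AlphaLISA after 16 hr, decreased signal indicating inhibition.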
A549 viability: counter-screen for Nrf2 inhibitors: cytotoxicity in A549 cells. A549 ARE-Fluc cells, CellTiter-Fluor viability, 18-24 h. Potency, µM (series often up to 46 µM), inactives show top-dose activity change, negative = cytotoxicity, hits mostly inhibitors. 0.16% of 390,000 active; also: potency is read from the fitted curve at half-maximal effect; % is scaled to controls: 0 for no effect and ±100 for the full control effect
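A549 ARE_Fluc cells in 5% FBS OPTI-MEM were exposed to compounds in concentration-response for 18-24 h at 37 deg C. Viability was read by CellTiter-Fluor fluorescence (Ex 405/Em 525) after 30 min, before the luciferase read.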
MCF10A rereplic: inducers of DNA re-replication in MCF 10A breast cells; Potency, µM (top dose mostly 46.1 µM), without a hit: at the highest dose activity, positive = re-replication, hits mostly activators; MCF 10A DNA re-replication, Hoechst nuclear intensity, 48 h; 2.9% of 350,000 active; AID 624296; also: potency is read from the fitted curve at half-maximal effect; % of control where 0% means no effect; nearly all actives have a fitted effect of over 50% in size
HepG2 tox: counter-screen for TGF-b inhibitors: cytotoxicity in HepG2 cells; HepG2 CAGA-GFP viability, ATP luminescence, 18 h; Potency, µM (series often up to 46.1 µM), for the others: at the highest dose activity change, negative = cytotoxicity, most hits filed as cytotoxic; 0.76% of 410,000 active; AID 588856; also: potency is read from the fitted curve at half-maximal effect; some results filed as inactive show a strong effect at the top dose
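HepG2 CAGA-GFP cells (1000/well, DMEM with 1% FBS) received compound, then TGF-beta at 500 pg/mL final, and were incubated 18 hours at 37 degrees C. Viability was read by CellTiter-Glo luminescence. Media-only wells were set as complete cell-killing and DMSO as no toxicity.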
Starred values were filed as active, the others as inactive; i = inactive; ? = inconclusive; . = not tested or not shown; [ ] = dose if it differs, or a comment. Unless noted, calls follow the shape of the dose curve; as a rule, active = well fitted curve in the direction sought with a large enough effect; inconclusive = small, poorly fitted or top-dose-only effect, or another doubt; inactive = no such curve, though single readings can be large; an effect the other way counts as inactive or inconclusive. Hits appear at their usual frequency (roughly 8.8% active in at least one column).

SMILES | ATXN viability | TGFb inhibitor | Nrf2 ARE act | Nrf2 block | ATXN2 expr inh | IL-1B inflam inh | A549 viability | MCF10A rereplic | HepG2 tox
CC(C)CN(C(=O)CCNC(=O)c1ccc(Cl)cc1)C1CCS(=O)(=O)C1 (stereo unspecified) | 28µM* | -1% | -0.5% | 2% | ? | -16 | -4% | -1% | -1%
COc1cc(C(=O)NCCC(=O)NC(C)CCc2ccccc2)cc(OC)c1OC (stereo unspecified) | i | 4% | 0.4% | 7% | 4% | 3 | 1% | 6% | 10%
COc1oc(-c2ccc(Cl)cc2)nc1C(F)(F)F | i | -4% | -0.5% | 0% | 20% | -2 | -3% | -1% | 0%
CCOc1ccc(C(=O)NCCC(=O)NCCCC(=O)O)cc1 | i | 10% | -0.4% | 4% | -6% | -2 | -2% | -5% | -20%
COc1cccc(-c2nc(NCCN3CCOCC3)c3ccccc3n2)c1O | . | -2% | ? | ? | . | 0 | -6% | 30% | -25%
Cc1cc(C)c(CC(=O)c2ccccc2)c(C)c1 | i | -3% | 0.4% | 15% | -3% | 13 | -7% | 1% | 7%
CCC(CC)c1nnc(NC(=O)c2cc(-c3ccccc3)nc3ccccc23)s1 | i | 0% | -0.2% | -4% | 8% | 1 | -5% | -64%[inhibitor] | 5%
Cc1cccc(NC(=O)CN2C(=O)C(C)Oc3ccccc32)n1 (stereo unspecified) | i | -1% | 1.3% | ? | 0% | 0 | 2% | -8% | 11%
S=c1[nH]nc(CCSCc2ccccc2)n1-c1ccccc1 | i | -21% | 0.2% | 0% | . | 27 | -13% | -3% | -16%
CC(C)(C)OC(=O)N1Cc2ccccc2C[C@H]1C(=O)NC1CCCC1 | i | -4% | -1.3% | 2% | -15% | -24 | -10% | 6% | -6%
Cc1ccc(C(=O)c2cc([N+](=O)[O-])ccc2N2CCOCC2)cc1C | ? | ? | -0.4%[9.22 µM] | 4% | -25% | 0 | -17% | ? | 17%
Cc1ccccc1NC(=O)Cc1nc(COC(=O)CCNS(=O)(=O)c2ccccc2)cs1 | i | 2% | -0.2% | 8% | 0% | 12 | 4% | 5% | -8%
CCOC(=O)Cc1nnc(NC(=O)CSc2ncc(-c3ccccc3)nn2)s1 | i | ? | 0.5% | 10% | -8% | ? | -3% | 16% | 2%
COc1ccc(-n2c(COc3ccc(C)cc3)nnc2SCc2ccc(C#N)cc2)cc1 | i | -26% | 2.7% | ? | -13% | -6 | -19% | 6% | 7%
Cc1cc(-c2n[nH]c(=S)n2/N=C/c2ccco2)n[nH]1 | i | 49%[activator] | 0.1% | 0% | -27% | 5 | 12% | 10% | 54%
O=C(NC1CCSc2ccccc21)c1ccccc1F (stereo unspecified) | i | -2% | -1.5% | 11% | 10% | -9 | 12% | 11% | -4%
Cc1cc(C)c2nc(N3CCN(C)CC3)c(C#N)cc2c1 | i | 3% | 0.4% | ? | -3% | 6 | 9% | ? | -5%
O=C(O)c1ccc(Cl)c(NC(=O)C2CCN(S(=O)(=O)c3cccs3)CC2)c1 | i | 0% | -0.4% | . | . | 5 | . | . | 1%
CCOc1ncccc1C(=O)OCc1ccc(Cl)cc1 | i | -3% | 21% | 12% | -5% | 11 | -1% | -3% | 8%
COc1cccc(C2C(C#N)=C(N)N(N(C)C)C3=C2C(=O)CCC3)c1 (stereo unspecified) | ? | -8% | -0.5% | -3% | -21% | -10 | -5% | -6% | -5%
COc1cc(CNc2ccc3[nH]c(=O)[nH]c3c2)ccc1OCc1ccccc1C | i | -1% | 2.9% | 3% | 4% | . | 7% | -1% | -1%
COc1cc(CN(C(=O)c2ccccc2F)C2CCS(=O)(=O)C2)cc(OC)c1OC (stereo unspecified) | i | 21% | -0.7% | 12% | 4% | . | -7% | . | -13%
C[C@]12CC[C@H](O)C[C@@H]1CC[C@@H]1[C@@H]2CC[C@@]2(C)[C@H]1CCC(=O)[C@]21CCCO1 | i | 1% | -1.0% | 7% | -2% | 8 | 9% | 6% | -14%
Cc1onc(-c2ccccc2)c1NC(=O)Nc1ccc(OC(F)F)cc1 | i | -9% | -0.7% | -23% | -10% | -6 | -10% | 3% | -5%
COCCN=C1Sc2nc3ccc(C)cc3cc2CN1Cc1ccco1 | ? | 2% | 6.4% | ? | -4% | -8 | 3% | 9% | -24%
Cc1[nH]c2ccccc2c1SCCNC(=O)c1ccc(Br)o1 | i | ? | 4.3% | 23µM* | -11% | -82* | ? | -10% | -39%
CC(=O)c1ccc(NC(=S)NCCCn2ccnc2)cc1 | i | 5% | 2.7% | 1% | 5% | 11 | -8% | 11% | -10%
CC1=C(C(=O)OCc2ccccc2)C(c2cccc(Br)c2)NC(=O)N1 (stereo unspecified) | i | -12% | -0.2% | -19% | 0% | -29 | 0% | ? | -17%
CN(Cc1ccccc1)S(=O)(=O)c1ccc(NC(=O)C2CCCO2)cc1 (stereo unspecified) | i | -10% | -0.8% | -14% | -13% | 9 | -2%[1.84 µM] | -4% | -5%
Cc1ccc(C(=O)O/N=C(\N)c2ccc(C(F)(F)F)cn2)cc1 | i | 125%[activator] | -0.5% | 6% | 30% | 26 | 0% | 0% | -1%
CCOC(=O)C1=C(CN2CCOCC2)NC(=O)NC1c1cccc([N+](=O)[O-])c1 (stereo unspecified) | i | -9% | 2.8% | -14% | 2% | 10 | 0% | 1% | -24%
O=S(=O)(NCc1cccnc1)c1ccc(Cl)c2ccccc12 | i | -18% | -0.1% | -3% | -9% | 11 | 2% | -28% | -3%
O=C1C=CC(=O)N1Cc1cccnc1 | i | 48%[activator] | 2.0% | -15% | 2% | 18 | -3% | -14% | 7%
O=C(NC1=NCCS1)c1ccc(Cl)cc1 | i | 2% | 6.2% | ? | . | -10 | -6% | ? | 0%
COc1ccc(CCC(=O)NCCNC(=O)CCc2ccc(OC)cc2)cc1 | i | -12% | -0.1% | -11% | . | -6 | 0% | 10% | -5%
O=C(NCc1ccccn1)C(=O)NCC1OCCN1S(=O)(=O)c1ccc(F)cc1 (stereo unspecified) | i | 0% | -0.2% | 4% | 13% | 9 | 0% | -1% | 13%
CCOC(=O)N1CCN(S(=O)(=O)c2cccs2)CC1 | i | -2% | -0.8% | -1% | 7% | 17 | -1% | 5% | -2%
CCCCCN(C(=O)CCC(=O)OCC(=O)c1ccc(CCC)cc1)c1c(N)n(CCCC)c(=O)[nH]c1=O | i | -3% | 2.4% | ? | -20% | ? | -5% | -1% | 4%
CC(C)(C)CNc1cc(N2CCCC2)ccc1[N+](=O)[O-] | i | -1% | -0.6% | 10% | 3% | 0 | 7% | 8% | -2%
COc1ccc(S(=O)(=O)N2CCCC(C(=O)Nc3ccc(OC)c(OC)c3)C2)cc1 (stereo unspecified) | i | -3% | 0.8% | -10% | 24% | -5 | 2% | 1% | -2%
Nc1cnc(CNc2ccccc2Cl)cn1 | i | 2% | 0.8% | 12% | 17% | 26 | 1% | ? | 0%
CN(C(=O)c1ccc(Br)o1)C1CCS(=O)(=O)C1 (stereo unspecified) | i | -5% | -0.4% | 23% | -3% | -6 | 1% | -2% | -34%
CCc1noc(-c2ccc(NC(C)c3ccccc3)c([N+](=O)[O-])c2)n1 (stereo unspecified) | i | -35% | 3.8% | -1% | 3% | . | 6% | . | -4%
O=C1c2ccccc2C(c2nnnn2-c2ccc3c(c2)OCCO3)N1CCCN1CCOCC1 (stereo unspecified) | i | . | 0.1% | . | 14% | -2 | . | . | .
COCC(=O)N(Cc1nc2ccccc2c(=O)[nH]1)Cc1cccs1 | i | 0% | 0.2% | ? | 4% | 27 | -3% | 16% | -42%
CC(C)(O)CNC(=O)C(Cc1ccccc1)N1C(=O)c2ccccc2C1=O (stereo unspecified) | i | -16% | -0.4% | 10% | 3% | 0 | -1% | -3% | -3%
COc1ccccc1C1CC(c2ccco2)=NN1S(C)(=O)=O (stereo unspecified) | i | 15% | 2.2% | 0% | -17% | 4 | 3% | -7% | -26%
CC1(C)Cc2cccc(OCC(=O)OCC(=O)NCc3ccc(F)cc3)c2O1 | i | -7% | -0.1% | 6% | 1% | 12 | -1% | 2% | -6%
CNC(=S)NNc1ccccc1[N+](=O)[O-] | i | 0% | 6.5% | 9% | -27% | 10 | 0% | -2% | 3%
O=C(c1ccc(F)cc1)n1ccc(-c2cnc(-c3ccccc3)s2)n1 | i | ? | 5.6% | . | 34%[activator] | -10 | -6% | -4% | 1%
COc1ccc(S(=O)(=O)Nc2cccc3c2O[C@H](CN(C)S(=O)(=O)c2ccc(F)cc2)[C@H](C)CN([C@H](C)CO)C3=O)cc1 | i | ? | -1.1% | 7% | -3% | -2 | 2% | 11% | 2%
CCCCNC(=O)c1c(-c2ccccc2)c(-c2ccccc2)nn(C)c1=O | . | 0% | -0.1% | ? | . | . | -6% | . | 4%
Cc1ccc(C(C)(c2ccc(N)cc2)c2ccc(N)cc2)cc1 | i | -4% | -0.3% | ? | 9% | 1 | -7% | 8% | 15%
COc1ccc(C(=O)Nc2cccc(OC(=O)c3ccc(C)c(C)c3)c2)cc1 | i | ? | 0.1% | -12% | 3% | 0 | -2% | 1% | -27%
CCOC(=O)c1c(NC(=O)CSc2cn(CCNC(=O)c3c(F)cccc3F)c3ccccc23)sc2c1CCC2 | ? | ? | -0.7% | -2% | 1% | . | -3% | . | -3%
Cc1cc(C(=O)Nc2cccc(/C=C/C(=O)O)c2)c(C)o1 | i | 1% | -0.1% | -4% | 3% | -6 | 3% | -10% | -4%
CCN(CC)S(=O)(=O)c1ccc(NC(=O)c2ccc(Cl)nc2)cc1 | i | -7% | 0.2% | ? | -18% | 14 | -5% | 12% | 12%
Cc1cc(Cl)ccc1C(=O)C1CCCN(C(=O)c2ccsc2)C1 (stereo unspecified) | ? | ? | 0.4% | -24% | -8% | -11 | -11% | 13% | -28%

Screens from PubChem BioAssay.
